# Bioassay records as filed in PubChem BioAssay.
# XBP1 UPR activ = activators of adaptive arm of unfolded protein response (XBP1) | CHO-XBP1 luciferase reporter, IRE1-XBP1 UPR activation, luminescence; percent of tunicamycin response, DMSO as zero | activation, % at 20 µM | 330,000 compounds, 0.33% hits | AID 463104;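 active = versus positive control, 20 µM dose yields 30% or more activation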;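 note: 100% = tunicamycin at 10 µg/mL and 0% = DMSO only wells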
#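 Assay system: IRE1-XBP1 luciferase reporter CHO line. Input: 1000 cells/well. Buffer or medium: F12 with 10% serum. Doses: 20 µM, 1% DMSO. Times: overnight seeding at 37 °C, 6 h compound treatment at 37 °C. Technique: Steady-Glo luciferase glow luminescence, 10 min after reagent addition.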
# CXCR6 inh = blocks human CXCR6 beta-arrestin recruitment. O00574. CHO-K1 PathHunter CXCR6 beta-arrestin, luminescence. inhibition, % at 20 µM. 360,000 compounds, 0.36% hits; in the data active = inhibition above about 34%, passing the limit was not always enough;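 note: antagonist mode with CXCL16 agonist at 10 nM final; 0% = 10 nM CXCL16 with DMSO and 100% = unstimulated wells without agonist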
# Target sequence (O00574 whole entry, looked up): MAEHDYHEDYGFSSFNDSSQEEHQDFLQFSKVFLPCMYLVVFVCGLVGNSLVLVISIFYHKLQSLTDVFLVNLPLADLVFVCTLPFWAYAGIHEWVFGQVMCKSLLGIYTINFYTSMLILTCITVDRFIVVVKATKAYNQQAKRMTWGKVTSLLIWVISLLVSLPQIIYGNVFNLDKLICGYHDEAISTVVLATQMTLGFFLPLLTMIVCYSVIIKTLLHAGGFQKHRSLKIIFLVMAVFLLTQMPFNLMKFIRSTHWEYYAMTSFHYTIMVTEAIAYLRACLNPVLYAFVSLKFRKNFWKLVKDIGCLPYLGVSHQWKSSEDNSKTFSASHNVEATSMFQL
# tim23-1 inh = tim23-1 yeast growth inhibition; AID 463212; 330,000 compounds, 1.3% hits; inhibition, % at 20 µM; S. cerevisiae tim23-1 growth, BacTiter-Glo luminescence, 24 h;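 active = growth inhibition of the mutant yeast at or above 50%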;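 note: temperature-sensitive mutant grown at 25 °C; plate controls were DMSO-treated mutant yeast for no effect and medium wells lacking yeast for full effect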
# CCR6 antagonist = CCR6 (human) receptor antagonism | inhibition, % at 20 µM | 340,000 compounds, 0.49% hits | P51684 | CHO-K1 CCR6 PathHunter beta-arrestin, luminescence, CCL20-stimulated;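 active = compounds whose inhibition of the agonist-driven luminescence signal at 20 µM reaches about 50%, limit read from the data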;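 note: cells stimulated with CCL20 at 14 nM final; plate controls were DMSO with CCL20 for no effect and DMSO without agonist for full effect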
# Target sequence (P51684 whole entry, looked up): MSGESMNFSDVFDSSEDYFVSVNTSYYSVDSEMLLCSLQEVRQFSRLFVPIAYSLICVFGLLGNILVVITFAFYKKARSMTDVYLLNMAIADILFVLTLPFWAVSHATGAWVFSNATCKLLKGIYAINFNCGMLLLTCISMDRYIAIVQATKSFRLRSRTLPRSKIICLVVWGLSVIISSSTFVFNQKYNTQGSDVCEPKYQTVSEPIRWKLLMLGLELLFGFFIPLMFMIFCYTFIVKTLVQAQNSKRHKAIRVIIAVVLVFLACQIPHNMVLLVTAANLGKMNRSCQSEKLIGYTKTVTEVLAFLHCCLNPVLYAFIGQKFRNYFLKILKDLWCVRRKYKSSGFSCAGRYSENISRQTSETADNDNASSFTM
# UPR CHOP act = activators of apoptotic arm of unfolded protein response (CHOP); CHO-CHOP luciferase reporter, UPR activation, luminescence; percent of tunicamycin response over DMSO baseline; activation, % at 10 µM; 330,000 compounds, 0.34% hits; AID 449763;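 active = at 10 µM dose, activation of 40% or more, normalized to positive control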;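 note: 100% = tunicamycin at 10 µg/mL and 0% = DMSO alone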
#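 Evaluation: % reporter activation, DMSO baseline versus tunicamycin full activation; System: CHO-CHOP luciferase reporter cell line; Input: 500 cells/well; Incubation: 6 h compound treatment, 37 °C; Measured by: Steady-Glo luciferase luminescence; Dosing: one dose, 10 µM in 0.5% DMSO; Buffer or medium: F12 medium, 10% FBS; Benchmarks: positive tunicamycin 10 µg/mL, negative DMSO alone.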
# EBI2 antag = antagonists of human EBI2 receptor; 360,000 compounds, 0.81% hits; P32249; inhibition, % at 5 µM; EBI2 beta-arrestin recruitment, luminescence, 7a,25-OHC stimulated; in the data active = inhibition above about 38%;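 note: enzyme fragment complementation signal reports receptor beta-arrestin coupling in cells; 0% = agonist plus DMSO wells and 100% = wells without agonist; some results beyond the cut were filed as inactive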
# Target sequence (P32249 whole entry, looked up, the tested form may be a part): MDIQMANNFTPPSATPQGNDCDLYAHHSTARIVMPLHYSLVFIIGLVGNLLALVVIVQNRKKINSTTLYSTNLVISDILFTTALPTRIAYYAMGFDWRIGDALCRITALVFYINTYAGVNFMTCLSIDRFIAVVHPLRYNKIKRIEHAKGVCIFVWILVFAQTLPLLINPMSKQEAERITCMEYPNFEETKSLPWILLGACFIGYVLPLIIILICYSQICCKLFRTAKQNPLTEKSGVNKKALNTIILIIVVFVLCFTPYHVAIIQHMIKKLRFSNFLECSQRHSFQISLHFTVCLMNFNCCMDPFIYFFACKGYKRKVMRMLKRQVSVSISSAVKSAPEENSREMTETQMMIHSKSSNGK
# APJ antag = blocks the human apelin receptor APJ | 330,000 compounds, 0.32% hits | P35414 | CHO-K1 APJ beta-arrestin complementation, luminescence | inhibition, % at 20 µM;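 active = inhibition above about 40% at 20 µM, limit read from the data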;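 note: cells challenged with 10 nM apelin-13 agonist together with compound; plate controls were apelin-13 plus DMSO wells for no effect and DMSO wells lacking apelin-13 for full effect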
# Mdm2-MdmX inh = disrupts the human Mdm2-MdmX interaction | O15151+Q00987 | SaOS-2 split-luciferase Mdm2/MdmX complementation, luminescence | inhibition, % at 8 µM | 330,000 compounds, 3% hits;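 active = inhibition of at least 50% at 8 µM in the primary screen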
# APJ agonist = activates the human apelin receptor APJ; P35414; CHO-K1 APJ PathHunter beta-arrestin, luminescence; 0% DMSO wells, 100% apelin; activation, % at 20 µM; 330,000 compounds, 0.11% hits; AID 2520;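 active = activation more than six SD over the plate average, tested at 20 µM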;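 note: 0% = DMSO alone and 100% = apelin-13 at 10 nM; some results filed as inactive read as strong as hits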
#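 Assay system – PathHunter CHO-K1 APJ (AGTRL-1) beta-arrestin reporter cells · Compound – one dose, 20 µM compound, 1% DMSO · Timing – compound 90 min 25 °C, reagent 1 h · Measured by – luminescence from split beta-galactosidase complementation, Galacton Star/Emerald II substrate · Measure – beta-arrestin recruitment to APJ as agonist activity, luminescent signal · Benchmarks – DMSO vs Apelin-13 10 nM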
# * marks the source's active call; other numbers are inactive results; · = not tested or not shown; & = joins results of further samples. These rows are one share of the data, so the mix of outcomes need not match the whole.
SMILES,XBP1 UPR activ,CXCR6 inh,tim23-1 inh,CCR6 antagonist,UPR CHOP act,EBI2 antag,APJ antag,Mdm2-MdmX inh,APJ agonist
COc1ccc(CNC(C)C(=O)Nc2ccc3ccccc3c2)cc1OC (stereo not given),-1.4,-1.1,4.5,10.2,-2.7,14.7,-11.8,15.8,-1.1
O=C(O)CSc1ccc(S(=O)(=O)N2CCCC2)cn1,2.2,11.7,5.1,8.2,-2.0,-1.1,-5.1,-18.8,-4.7
Cn1c(SCC(=O)Nc2ccc3nc(SCC(=O)N4CCCC4)sc3c2)nnc1-c1ccccc1,-2.7,·,10.5,16.1,0.6,·,-5.8,29.4,-2.4
Nc1nn2cc(-c3ccccc3)nc2c2ccccc12,1.9,-2.9,30.5,6.3,2.6,14.1,-0.6,-227.3,-0.7
CCC(C)N(C(=O)COC(=O)c1cn(CC)c2nc(C)ccc2c1=O)C1CCS(=O)(=O)C1 (stereo not given),-2.4,0.3,0.3,-7.9,0.1,-2.9,13.5,13.6,-5.6
CS(=O)(=O)c1cccc(C(=O)OCC(=O)NC(=O)Nc2ccccc2F)c1,-1.4,0.8,1.9,9.7,0.8,-9.2,5.3,4.1,-4.4
C=CCn1c(SCC(=O)NC(=O)c2cccn2C)nc2ccccc2c1=O,0.2,-1.6,-23.1,-0.8,-1.1,1.5,-4.0,18.5,-3.1
Cc1ncc(CN2CCN(C(C)C)C(CCO)C2)s1 (stereo not given),-0.9,3.9,-3.1,5.2,1.1,2.1,-4.7,-2.3,-0.9
Cc1ccc(Cn2c(NCCCn3ccnc3)nc3c2c(=O)n(C)c(=O)n3C)cc1,-4.1,-2.6,-2.0,-7.4,-0.8,-6.5,13.8,20.3,-3.8
CN(C)/C=C1\C(=O)Oc2ccccc2C1=O,-2.9,-0.6,23.7,-4.8,0.6,-5.6,-19.5,1.5,4.8
Cc1cc(OCC(O)CN2CCN(C)CC2)ccc1C(C)C (stereo not given),-0.1,3.5&-5.3,2.7,2.2&-2.0,-0.4,-3.2&-0.8,-2.5,12.9,-3.2
COC(=O)c1ccc(COC(=O)c2nn(C)c(=O)c3ccccc23)cc1,6.0,2.5,2.9,-3.8,4.2,5.9,11.9,2.1,2.7
Cc1cc(C)c2nc(C)cc(N/N=C/c3ccc(O)cc3)c2c1,3.2,4.6,-20.0,8.1,14.8,-4.2,1.1,98.2*,41.9*
Cc1nc(-c2ccc(C(=O)N3CCOCC3)cc2)cs1,-0.1,1.5,14.4,2.4,1.0,1.3,14.6,24.6,-1.2
CCc1nnc(NC(=O)c2cccc(S(=O)(=O)N3CCN(c4ccccc4)CC3)c2)s1,-2.2,0.5,-15.6,-4.7,-1.7,5.9,-1.8,0.9,-4.3
Cc1ccc(C2=N/C(=C\c3ccc(OS(=O)(=O)c4ccc(C)cc4)cc3)C(=O)O2)cc1,-0.7,1.0,-1.9,14.1,2.4,-1.8,3.4,6.6,-3.7
CC(C)c1ccc(OCC(=O)N(Cc2ccccc2)c2ccccn2)cc1,0.0,-2.1,-5.9,32.1,0.1,0.8,2.8,17.8,-5.5
COCCOC(=O)c1c(NC(=O)CNCc2ccco2)sc(C(N)=O)c1C,-3.2,-1.8,-3.1,0.9,1.2,11.7,-8.0,14.8,0.8
Cc1cc(F)ccc1S(=O)(=O)Nc1ccccc1C(=O)NCc1cccnc1,-0.3,2.7,9.0,0.5,1.1,5.2,-7.2,12.9,-2.9
COc1ccc(CNC(=O)COC(=O)c2ccc3c(c2)OCCO3)cc1,-3.1,-10.1,-1.3,-8.8,-0.6,0.0,18.7,16.3,-3.1
CCOc1cc(C2C3=C(CC(C)(C)CC3=O)Nc3n[nH]c(C)c32)ccc1O (stereo not given),-2.7,-3.9,-8.3,2.5,2.9,-4.1,13.0,-20.1,-3.7
CCOC(=O)N1CCN(C(=O)c2ccc3c(c2)N(Cc2cccc(Cl)c2)C(=O)c2ccccc2S3=O)CC1 (stereo not given),1.4,13.7,20.0,16.4,1.1,8.7,4.7,16.6,-0.2
Cc1ccc(-c2nc(SCC(=O)NCC3CCCO3)c(-c3ccc(Cl)cc3)[nH]2)cc1 (stereo not given),-0.7,-3.0,2.0,5.7,3.8,8.0,-7.5,27.8,-2.0
Brc1cccc(OCCCCN2CCCCC2)c1,-0.9,-5.7,-15.5,1.9,1.2,6.2,-6.4,-3.6,-2.2
NC(=O)C1=C[C@H](c2ccc(C(F)(F)F)cc2)C[C@H](OCCCCO)O1,-1.2,-11.3,19.3,-4.8,-0.8,-2.6,8.0,-3.3,3.7
# Next part:
SMILES,XBP1 UPR activ,CXCR6 inh,tim23-1 inh,CCR6 antagonist,UPR CHOP act,EBI2 antag,APJ antag,Mdm2-MdmX inh,APJ agonist
O=C(C1=C[C@H](c2ccccc2)C[C@H](OCc2ccc(CO)cc2)O1)N1CCN(Cc2ccccc2)CC1,-1.7,-3.2,-6.9,6.3,1.7,11.7,9.6,31.9,-1.8
O=C(Oc1ccccc1C(=O)N1CCOCC1)c1ccccc1,1.1,-6.2,14.9,-19.9,-0.5,-8.2,29.3,-21.0,-0.9
COc1ccc(-c2cc3nc4n(c(=O)c3s2)CCCCC4)cc1,2.0,7.7,35.2,0.0,5.5,8.8,-5.5,-78.7,-2.5
CSc1nc2cc(Oc3cccc(Cl)c3Cl)c(Cl)cc2[nH]1,-4.6,0.9,74.5*,5.5,-0.5,1.1,-22.8,8.7,13.6
C[C@@H]1CC[C@]2(O[C@H](CCO)C[C@@H](O)[C@@H]2O)O1,0.2,3.3,13.9,8.4,-0.7,2.3,2.1,-25.2,1.0
CN1C(=O)/C(=C\c2ccc(N(C)C)cc2)OC1=S,-1.5,7.6,1.7,7.2,3.8,7.5,15.7,-18.3,-4.9
Cc1ccc(S(=O)(=O)N2CCCCC2C(=O)N(C)c2ccccc2)cc1 (stereo not given),-0.6,8.6,24.9,-9.7,-1.6,-0.5,12.7,11.1,-3.7
COCCN(C(=O)COC(=O)CCS(=O)(=O)c1ccccc1)c1c(N)n(Cc2ccccc2)c(=O)[nH]c1=O,-1.6,0.8,11.2,3.3,1.1,3.8,9.8,2.2,7.4
O=C(Nc1ccc(N2CCOCC2)c(Cl)c1)c1ccccc1F,7.7,4.9,14.4,7.9,4.9,6.6,16.0,-64.0,-1.1
COc1ccc(CC(=O)N(C)Cc2cccc(OC)c2OC)cc1S(=O)(=O)N1CCOCC1,-0.8,-5.7,-24.9,0.7,0.5,4.1,8.7,20.6,-7.8
COCCN(C(=O)COC(=O)c1cccnc1Cl)c1c(N)n(Cc2ccccc2)c(=O)[nH]c1=O,-0.2,-0.1,16.0,-3.2,-0.4,0.7,-3.2,-2.0,7.6
CCn1c(C(=O)N2CCCC(C(=O)NCCc3ccc(C)cc3)C2)cc2sccc21 (stereo not given),-3.7,-3.3,19.7,16.0,-1.1,16.0,-3.4,13.6,-5.2
Cc1nc2ccccc2c2oc(C(=O)NCCCN3CCCC(C)C3)cc12 (stereo not given),-3.3,-1.9,-17.2,9.7,1.0,14.6,-28.9,24.6,5.4
Cc1ccc(NC(=O)c2ccc(F)c(S(=O)(=O)N3CCOCC3)c2)cc1F,3.7,2.0,14.4,20.2,0.9,-4.0,-5.1,29.7,-3.6
COc1ccccc1NC(=O)c1cc2c(=O)n(C)c3ccccc3c2n1C,17.0,-6.5,17.5,-10.8,1.2,-0.7,-14.7,31.1,2.9
Cc1ccc(C)c(NC(=O)CN(C)C(=O)c2cc(C3CC3)nn2-c2ccccc2)c1,0.4,4.3,14.0,18.1,0.9,4.1,-10.2,13.6,-3.0
C/C(=N\n1nnnc1Nc1ccccc1)c1ccc(N)cc1,0.7,·,10.7,·,-0.4,·,-7.1,-14.4,4.6
Cc1cc(N2C(=O)[C@@H]3[C@H](C2=O)[C@@H]2C[C@H]3C(Br)C2Br)no1 (stereo not given in full),-1.0,-0.5,9.2,3.6,4.2,-8.0,2.2,-11.1,2.3
Cc1ccccc1-c1nc(CN2CCCC(C(=O)NCc3cccnc3)C2)c(C)o1 (stereo not given),1.4,5.9,8.7,4.4,4.1,4.7,8.0,6.1,-1.2
CSc1ccccc1C(=O)OCC(=O)NC1CCS(=O)(=O)C1 (stereo not given),-0.2,-6.5,10.9,0.7,-1.0,-6.1,-10.1,17.1,-3.0
Cn1nc([N+](=O)[O-])nc1Sc1ccc(C(C)(C)C)cc1,-4.0,2.3,41.3,13.1,-0.1,8.0,1.6,10.8,0.7
CCc1nnc(NC(=O)c2cnccn2)s1,-1.1,7.2,-0.9,-12.3,-1.6,2.0,-14.6,-3.2,9.8
O=c1[nH]c2ccc(NC(=S)Nc3ccc(Cl)cc3)cc2[nH]1,-1.6,7.8,15.0,12.8,0.4,5.4,5.1,-9.8,0.6
CSc1c(-c2ccccc2)nc2ccccc2c1C(=O)O,0.8,2.3,7.8,9.2,1.0,-8.6,3.5,3.2,-3.8
COc1cccc(NC(=O)CSc2nnc(-c3ccoc3C)n2C)c1,0.2,-1.0,4.6,1.7,-1.5,-9.6,26.2,27.5,-1.8
# (continued)
SMILES,XBP1 UPR activ,CXCR6 inh,tim23-1 inh,CCR6 antagonist,UPR CHOP act,EBI2 antag,APJ antag,Mdm2-MdmX inh,APJ agonist
CC(C(=O)N1CCOCC1)N1C(=O)C2C3CC(C(Br)C3Br)C2C1=O (stereo not given),-2.2,-11.1,10.1,-2.2,-0.4,-14.4,9.0,16.7,1.5
O=C(Nc1cccc(C(=O)N2CCN(c3ccc(F)cc3)CC2)c1)c1ccccc1,0.8,-4.4,20.3,0.8,0.9,10.8,3.0,5.4,0.3
CCCCN(C(=O)NC(=O)Nc1nc2ccc(OC)cc2s1)S(C)(=O)=O,3.7,-6.7,14.0,-17.6,1.6,-12.4,-4.6,-25.0,2.4
O=C(NCC1(c2ccccc2)CCCC1)c1ccco1,-1.7,1.0,3.0,16.7,-0.9,0.2,-12.4,14.2,-2.6
CC(=O)Nc1ccc(NC(=O)/C=C/c2ccc3c(c2)OCO3)cc1,-5.0,-3.4,-1.0,8.0,3.9,-1.2,-8.9,-2.4,-0.5
O=C(c1ccc(COc2ccccc2Cl)o1)N1N=C(C(F)F)CC1(O)C(F)F (stereo not given),-3.4,6.2,18.2,-1.5,0.0,-25.8,-7.8,8.7,-2.6
CC(C)CCN1CCN(Cc2ccon2)CC1CCO (stereo not given),-0.2,-5.4,6.7,11.1,0.4,-3.1,4.1,3.6,0.1
